Coupling enz – qHTS Assay for Inhibitors of Fructose-1,6-bisphosphate Aldolase from Giardia Lamblia: Coupling assay counterscreen; coupling enzyme system counterscreen, AmpLite Red fluorescence; activity change, negative = inhibition, % at 58.2 µM, hits read low; 290,000 compounds, 0.67% hits; in the data active means activity change below about -30%; further: on the % scale 0 is the no-effect control and ±100 the full control effect
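Counterscreen lacking aldolase: glyceraldehyde-3-phosphate coupling-enzyme reagent preincubated 10 min at RT with compound (at 57.5 uM final), then substrate/coupling system with AmpLite Red added; fluorescence read at 525/598 nm after 20 min RT.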
Giardia killer – Small Molecules that selectively kill Giardia lamblia: qHTS; Giardia lamblia trophozoite viability; activity change, % at 7.66 µM, hits read low; 340,000 compounds, 0.15% hits; in the data active means activity change below about -80%; inconclusive means between about -30% and that limit;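 further: parasites exposed to compound for two days anaerobically before the ATP read; on the % scale 0 is the no-effect control and ±100 the full control effect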
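Compounds were tested on trophozoites seeded at 100 cells/well and held 48 hrs at 37 deg C anaerobically. An ATP-based luminescent kit measured the remaining live cells.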
Tb PFK block – qHTS Assay to Find Inhibitors of T. brucei phosphofructokinase. Potency, µM (series often up to 57.5 µM), for inactives: at the top dose activity, negative = inhibition, hits mostly inhibitors. ATP-dependent 6-phosphofructokinase (Trypanosoma brucei brucei), O15648. T. brucei PFK, ADP-Glo luminescence. AID 485367, 2010. 330,000 compounds, 0.17% hits;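 further: potency means the concentration at half of the fitted maximal effect; 0% = uninhibited 1x PFK enzyme wells and -100% = no-enzyme wells; nearly all actives have a fitted effect of over 60% in size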
Target sequence (O15648 whole entry, looked up): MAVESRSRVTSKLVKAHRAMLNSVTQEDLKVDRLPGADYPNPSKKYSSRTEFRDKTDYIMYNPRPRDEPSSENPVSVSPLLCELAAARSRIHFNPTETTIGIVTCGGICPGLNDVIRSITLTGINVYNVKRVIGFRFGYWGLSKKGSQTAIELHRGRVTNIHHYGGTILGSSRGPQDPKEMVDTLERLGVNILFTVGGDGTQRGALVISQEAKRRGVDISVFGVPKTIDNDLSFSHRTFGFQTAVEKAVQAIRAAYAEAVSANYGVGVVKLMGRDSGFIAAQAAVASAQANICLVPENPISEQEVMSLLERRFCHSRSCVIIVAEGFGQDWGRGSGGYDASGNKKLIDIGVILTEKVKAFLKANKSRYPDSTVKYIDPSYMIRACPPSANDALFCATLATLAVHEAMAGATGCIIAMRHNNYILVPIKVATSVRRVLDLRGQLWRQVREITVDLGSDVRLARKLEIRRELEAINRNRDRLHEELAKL
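PFK 1.25 nM, F6P 0.5 mM, ATP 0.1 mM, 0.1 M TEA pH 8.0, 5 mM MgCl2, 0.01% Tween20, 0.1% BSA; 45 min RT. ADP-Glo readout. qHTS titration up to 57 uM; curves fitted, compounds curve-classed.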
VP16 counter – VP16 counterscreen qHTS for inhibitors of ROR gamma transcriptional activity | AID 2546, 2010 | Drosophila S2 Gal4-VP16 UAS-luciferase, luminescence, 20 h | 310,000 compounds, 3.5% hits | Potency, µM (titrated, usually from 53.6 µM), for the others: top-dose activity, negative = inhibition, usual class: inhibitors;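 further: Gal4-VP16 expression switched on by copper sulfate through the metallothionein promoter; potency means the concentration at half of the fitted maximal effect; on the % scale 0 is the no-effect control and ±100 the full control effect; nearly all actives have a fitted effect of over 50% in size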
FLuc modulator – qHTS profiling assay for firefly luciferase inhibitor/activator using purifed enzyme and Km concentrations of substrates (counterscreen for miR-21 project) | Luciferin 4-monooxygenase (Photinus pyralis), P08659 | purified FLuc, Km substrates, luminescence inhibition | Potency, µM (doses to about 57.5 µM), for inactives: at the highest dose activity change, negative = inhibition, most hits filed as inhibitors | 360,000 compounds, 6.9% hits;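 further: potency means the concentration at half of the fitted maximal effect; plate controls were vehicle for no effect and reference inhibitor for full effect; nearly all actives have a fitted effect of over 55% in size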
Target sequence (P08659 whole entry, looked up): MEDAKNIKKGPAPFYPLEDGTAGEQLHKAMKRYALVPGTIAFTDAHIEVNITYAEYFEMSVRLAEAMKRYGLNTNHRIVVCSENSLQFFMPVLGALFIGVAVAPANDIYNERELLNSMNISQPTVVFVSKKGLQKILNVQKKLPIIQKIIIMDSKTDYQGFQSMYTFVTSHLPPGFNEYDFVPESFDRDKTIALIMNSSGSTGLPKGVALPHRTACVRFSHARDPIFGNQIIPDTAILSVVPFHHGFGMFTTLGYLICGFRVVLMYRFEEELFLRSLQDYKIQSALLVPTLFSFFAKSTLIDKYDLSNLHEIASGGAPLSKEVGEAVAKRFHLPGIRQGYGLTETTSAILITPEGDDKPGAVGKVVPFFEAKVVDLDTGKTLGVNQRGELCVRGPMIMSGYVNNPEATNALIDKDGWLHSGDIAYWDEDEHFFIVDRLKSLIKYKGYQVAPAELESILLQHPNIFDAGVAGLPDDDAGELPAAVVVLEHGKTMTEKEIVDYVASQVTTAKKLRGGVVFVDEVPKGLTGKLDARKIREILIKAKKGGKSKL
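Purified P. pyralis luciferase, 10 nM final, with Km-level 10 uM D-luciferin and 10 uM ATP in 50 mM Tris acetate pH 7.5, 10 mM Mg acetate, 0.01% Tween-20, 0.05% BSA; 6-point qHTS titration about 60 µM downward; luminescence read.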
uPA surface inh – qHTS for Inhibitors of Cell Surface uPA Generation; cell surface uPA generation assay, qHTS; Potency, µM (doses to about 38.3 µM), for inactives: at the top dose activity change, negative = inhibition, hits mostly inhibitors; 330,000 compounds, 0.31% hits; active means well fitted inhibition curve with a large enough effect; inconclusive means small, poorly fitted or top-dose-only effect; inactive means no such curve, though single readings can be large or run the other way; tested in mouse RAW 264.7 cells; further: potency means the concentration at half of the fitted maximal effect; on the % scale 0 is the no-effect control and ±100 the full control effect; nearly all actives have a fitted effect of over 55% in size
NPC1 promoter act – qHTS Assay for NPC1 Promoter Activators; Huh7 NPC1 promoter luciferase reporter, 24 h; Potency, µM (doses to about 9.22 µM), inactives show at the highest dose activation, actives largely listed as activators; 320,000 compounds, 2.4% hits; AID 485313, 2010;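 further: potency means the concentration at half of the fitted maximal effect; % of control where 0% means no effect; nearly all actives have a fitted effect of over 60% in size; reporter is driven by a mutant NPC1 promoter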
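In 1536-well qHTS, Huh7 cells harboring an NPC1 promoter–luciferase construct received compound for 24 h; activation was quantified by luminescence following luciferase reagent addition.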
RORgamma inh – qHTS for inhibitors of ROR gamma transcriptional activity; Drosophila S2 Gal4-RORgamma UAS-luciferase reporter, 20 h; Potency, µM (titrated, usually from 53.6 µM), for inactives: at the top dose activity change, negative = inhibition, hits mostly inhibitors; 310,000 compounds, 5.4% hits; Nuclear receptor ROR-gamma (Mus musculus), P51450; further: potency means the concentration at half of the fitted maximal effect; on the % scale 0 is the no-effect control and ±100 the full control effect; nearly all actives have a fitted effect of over 60% in size
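Luciferase reporter read in Schneider cells carrying Gal4-RORγ (mouse) and UAS-Photinus luciferase; cells given compound 1 h before 700 uM copper sulfate induction, then incubated 20 h at ambient temperature.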
KCNH2 3.1 block – qHTS for Inhibitors of KCHN2 3.1: Mutant qHTS | U2OS KCNH2 3.1, thallium flux FluxOr; active compounds read low | Potassium voltage-gated channel subfamily H member 2, brain isoform KCNH2 3.1 (human) | activity change, % (tested at about 1.8 µM) | 340,000 compounds, 0.95% hits;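 active means maximum activity change below -70%; inconclusive means maximum activity change from -70% to -50%; inactive means maximum activity change above -50%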;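 further: thallium influx rate constant from kinetic fluorescence after stimulation buffer; on the % scale 0 is the no-effect control and ±100 the full control effect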
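Thallium flux via FluxOr fluorescence (Red40 quencher, 45 min loading) in U2OS cells virally expressing the KCNH2 3.1 isoform (1.77 x 10^8 /mL virus, overnight at 37 C). Rate constants from 2-min kinetic reads post-stimulation, normalised to positive and negative controls.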
ELG1 genotox – qHTS screen for small molecules that induce genotoxicity in human embryonic kidney (HEK293T) cells expressing luciferase-tagged ELG1. HEK293T ELG1-luciferase reporter, luminescence, 16 h. Potency, µM (doses to about 46 µM), inactives show at the highest dose activity change, positive = activation, most hits filed as activators. 330,000 compounds, 1.3% hits. AID 504466, 2011; further: potency means the concentration at half of the fitted maximal effect; % of control where 0% means no effect; nearly all actives have a fitted effect of over 60% in size
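Genotoxicity was scored as increased ELG1-luciferase reporter signal, measured by ONE-Glo luminescence (30 min, room temperature). Compound or vehicle exposure of the HEK293T reporter cells lasted 16 hr at 37°C.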
Rab9 promoter act – qHTS Assay for Rab9 Promoter Activators | Huh7 Rab9 promoter-luciferase reporter, luminescence, 24 h | Potency, µM (series often up to 9.22 µM), inactives show at the highest dose activation, negative = inhibition, actives largely listed as activators | 320,000 compounds, 2.8% hits; further: potency means the concentration at half of the fitted maximal effect; % of control where 0% means no effect; nearly all actives have a fitted effect of over 60% in size
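Huh7 cells stably carrying Rab9 promoter–luciferase reporter, plated 1500 cells/well, compound added after 2 h and incubated 24 h at 37 °C; luciferase luminescence then read after 10 min with detection reagent.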
Numbers without * were called inactive; u = inconclusive; x = no result given; [ ] = another dose, or the depositor's remark. Unless noted, the call rests on the fitted dose curve; in most records, active means well fitted curve in the direction sought with a large enough effect; inconclusive means small, poorly fitted or top-dose-only effect, or another doubt; inactive means no such curve, though single readings can be large; an effect the other way counts as inactive or inconclusive.

SMILES | Coupling enz | Giardia killer | Tb PFK block | VP16 counter | FLuc modulator | uPA surface inh | NPC1 promoter act | RORgamma inh | KCNH2 3.1 block | ELG1 genotox | Rab9 promoter act
NC(=O)c1ccc(NC(=O)CSc2nnc(-c3ccncc3)n2Cc2ccco2)cc1 | -2 | 8 | -3% | 1% | 3% | -1% | 0% | 2% | 0 | -1% | -2%
COc1ccccc1CN(C)C(=O)C(c1ccccc1)c1ccccc1 | 0 | 25 | 1% | 1% | 5% | -16% | -3% | u | 7 | -8% | -2%
O=S(=O)(NCCCN1CCN(c2ccccc2F)CC1)c1cccc2cccnc12 | 1 | 11 | -2% | -2% | 0% | 3% | -2% | 15% | -28 | -10% | 7%
COC(=O)c1c(NC(=O)c2ccc([N+](=O)[O-])o2)sc2c1CCN(C(C)C)C2 | -3 | u | 3% | u | -1% | -10% | -22% | u | -3 | 6% | -2%
COc1ccc(C(=O)N2CCN(S(=O)(=O)c3ccc4c(c3)OCCO4)CC2)cc1OC | x | -15 | 2% | x | 4% | u | -4% | x | 21 | 0% | 2%
COc1ccc(-c2cc(C(F)(F)F)n3nc(C(=O)NCCCn4ccnc4)cc3n2)cc1 | 2 | 5 | 5% | -18% | -6% | -5% | 8% | -24% | 7 | -2% | 19%
CNC(=O)c1ccc2c(c1)nnn2C | 0 | -11 | 3% | 1% | 1% | 10% | -1% | -5% | -2 | 0% | 1%
Cc1cccc(N/N=C/c2ccncc2)c1 | 1 | -15 | 7% | -4% | 15µM* | 1% | u | 15% | 7 | u | u
CCOC(=O)C1(Cc2ccccc2C(F)(F)F)CCN(CC2CC2)CC1 | -1 | 11 | 2% | -7% | 1% | 2% | -5% | -14% | -12 | -7% | -16%
Cc1ccc(CN2CC(C(=O)N(C)CC(=O)Nc3cccc(F)c3)CC2=O)cc1 (stereo not given) | x | 10 | 9% | 25% | 3% | 7% | -4% | 40% | 2 | -1% | 7%
CCCS(=O)(=O)C(=C1Nc2ccccc2N1)S(=O)(=O)CCC | 0 | 20 | -2% | 4% | 1% | 1% | -1% | 10% | -13 | 2% | 0%
CCOc1ccccc1NC(=S)NC(=O)c1ccco1 | -2 | 1 | 1% | x | u | -3% | 0% | x | 4 | 1% | 3%
C[C@H](NC(=O)[C@@H]1Cc2ccccc2CN1C(=O)OC(C)(C)C)C(=O)NC1CCCC1 | x | 2 | 1% | -2% | 1% | 4% | 2% | 4% | 27 | -1% | 5%
O=C(Cn1ncc2c([nH]c3ccccc32)c1=O)Nc1ccc(F)cc1F | -1 | -17 | -7% | -5% | 0% | -2% | 0% | -11% | 4 | 1%[9.26 µM] | -1%
Cc1cc(C)c2c(c1)C1C=CCC1C(c1ccc(S(=O)(=O)N3CCOCC3)cc1)N2 (stereo not given) | 2 | -3 | -3% | -2% | u | -7% | 1% | 14% | -3 | 1% | 0%
CCc1noc(C)c1C(=O)NNC(=O)c1cc(OC)cc(OC)c1 | x | 8 | 1% | x | x | -1% | 1% | x | 9 | 0% | -1%
CCCC(CCC)C(=O)Oc1cc(C)[nH]c(=O)c1[N+](=O)[O-] | 0 | 28 | -3% | -12% | -1% | 1% | -2% | -4% | -2 | -8% | 4%
C/C(CC1(O)C(=O)N(Cc2ccccc2)c2ccccc21)=N\O (stereo not given) | -1 | -3 | x | 8% | 8% | -1% | x | 8% | 11 | x | x
CN1CCN(C2=C(Cl)C(=O)N(C3CCCCC3)C2=O)CC1 | 0 | 18 | -2% | 8% | 2% | -12% | -2% | 13% | 6 | -4% | -4%
O=C(C(=O)N1CCN(c2ccc(F)cc2)CC1)N1CCCCC1 | -1 | 1 | -2% | 3% | -1% | -7% | -11% | 3% | 13 | 1% | -4%
Cc1cccc(C)c1OCC(=O)N/N=C/c1cc2c(cc1[N+](=O)[O-])OCO2 | -4 | 11 | 0% | 2% | -4% | 5% | 1% | u | 8 | 2% | -4%
CC(Oc1cc(C(F)(F)F)cc(C(F)(F)F)c1)C(=O)NC(N)=O (stereo not given) | 1 | -11 | -4% | -9% | 1% | 8% | 6% | 3% | -9 | -10% | 6%
CC1CCCN(C2=NC(=O)/C(=C/c3cn(-c4ccccc4)nc3-c3cccc(S(=O)(=O)N(C)C)c3)S2)C1 (stereo not given) | 0 | 1 | 1% | -12% | u | 8% | 4% | 20% | -30 | 1% | 12%
O=C(Cc1ccsc1-c1ccccc1)NO | 0 | 13 | 2% | -8% | 1% | -11% | -3% | -25% | 0 | 6% | -3%
CCOc1ccc(N(CC(=O)NCc2cccnc2)S(=O)(=O)c2ccc(F)cc2)cc1 | x | 4 | 3% | 1% | -1% | -1% | 0% | 1% | x | 0% | 2%
O=C(c1cc2cc(Br)ccc2o1)N1CCOCC1 | -1 | -11 | 9% | 14% | 21µM* | 1% | 13% | 5% | x | 21% | u
O=C(O)CC1(Cc2nc(-c3cccs3)no2)CCCC1 | -2 | 0 | 3% | 10% | -6% | 6% | 2% | 21% | 17 | -2% | 4%
COc1ccc(NC(=O)CSc2nc3ccc(Nc4nc(N5CCOCC5)nc(N5CCOCC5)n4)cc3s2)cc1 | x | -13 | 1% | u | 2% | -11% | -6% | u | -23 | -1% | -6%
CCn1c(CCNC(=O)c2ccc(OC)cc2)nnc1SCC(=O)Nc1ccccc1F | 0 | 6 | -5% | 4% | -8% | -3% | 3% | 0% | u | 1% | 5%
COc1ccc(-n2c3nc4ccccc4nc3c3c(=N)oc(C)nc32)cc1 | -11 | -1 | 0% | 2% | 1% | 3% | -6% | 14% | -7 | 0% | -1%
CN(C)c1ccc(/C=N/NC(=O)CNC(=O)/C=C/c2ccccc2)cc1 | x | -20 | 0% | 4% | 2.4µM* | 5% | u | 18% | x | u | u
N#CCCN(Cc1ccccc1)C(=O)c1nccnc1C(=O)O | 1 | 23 | 0% | -6% | -1% | -15% | 1% | -3% | 10 | 0% | -2%
CN1CCN(C(=O)CCN2C(=O)c3ccccc3S2(=O)=O)CC1 | x | -21 | -11% | x | 3% | 6% | 0% | x | 1 | -6% | -4%
CNS(=O)(=O)c1ccc(NC(=O)C(CCSC)NC(N)=O)cc1 (stereo not given) | 3 | -6 | 1% | -10% | 2% | 2% | 0% | -8% | 11 | 3% | -2%
COCCSc1nnc(NC(=O)C2CC(=O)N(c3ccc(Cl)cc3)C2)s1 (stereo not given) | 8 | 9 | 2% | -3%[10 µM] | u | -4% | -9% | 19% | 3 | 1% | -21%
O=C(Cn1c(=O)cnc2ccccc21)N1CCN(S(=O)(=O)c2ccccc2Br)CC1 | x | -5 | 3% | x | 0% | -1% | -5% | x | -37 | -9% | -2%
COc1ccc(NC(=S)NNC(=O)CCn2cc([N+](=O)[O-])cn2)cc1 | 0 | 21 | 0% | 0%[10 µM] | -1% | 0% | 30% | -43% | 3 | 14% | 6%
CN(c1ccccc1C(=O)O)S(C)(=O)=O | -1 | 3 | 7% | 2% | -1% | 2% | 3% | -3% | -2 | 2% | -5%
COc1ccc(-c2nc3c(c(=O)[nH]c(=O)n3Cc3ccccc3)n2C)cc1 | -3 | -9 | -3% | 5% | -1% | 1% | 0% | -4% | -16 | 9% | 0%
Cc1cc(NN)nc(Cc2ccccc2)n1 | 0 | 6 | 0% | 5% | 4% | 2% | -5% | -41% | -4 | -4% | -4%
CN(c1ncnc(N)c1[N+](=O)[O-])C1CCCCC1 | 0 | -1 | 0% | -16% | -4% | -18% | 17% | -39% | -18 | -12%[9.26 µM] | -5%
O=C(Cn1c(C(F)(F)F)nc2ccccc21)c1ccccc1 | -1 | -9 | 2% | -12% | 1% | -5% | -3% | -3% | -2 | -6% | 12%
Cc1ccc(C2CC(C(F)(F)F)n3nc(C(=O)Nc4c(C)n(C)n(-c5ccccc5)c4=O)cc3N2)cc1 (stereo not given) | 12 | -10 | -5% | -2% | -13% | 7% | -5% | 32% | 6 | -2% | 0%
COc1ccc2nc(Nc3nc(CSc4ccc(C)cc4)cc(=O)[nH]3)nc(C)c2c1 | -2 | -3 | -9% | -3% | 3% | -1% | 5% | -9% | 8 | 0% | 1%

Assay outcomes as filed in PubChem BioAssay.
